High-throughput results: PubChem BioAssay, several laboratories
tolC growth inh: growth inhibitors of E. coli BW25113 tolC mutant; AID 573; growth inhibition, % at 10 µM (by protocol); actives 2.2% (n = 65,000); OD615;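 active = growth inhibition at or above a cutoff equal to the mean over every tested compound plus 3 SD, cut at about 60% in these data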;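 note: growth measured after 20 h incubation at 37 °C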
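Test system: tolC-deleted E. coli BW25113 | Medium: LB with kanamycin 50 µg/mL | Compound dosing: Single concentration, 10 µM final per compound | Schedule: 37 °C, 20 h exposure | Measured by: OD at 615 nm | Evaluation: Percent growth inhibition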
ROCK2 blocker: ROCK2 (human) kinase inhibition. inhibition, % at 6 µM. actives 0.35% (n = 60,000). purified ROCK2, Kinase-Glo ATP depletion luminescence. AID 604;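 active = inhibition above the screen-wide mean inhibition plus 3 SD, cut at about 18% in these data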;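 note: plate controls were DMSO wells for no effect and Y-27632 control wells after no-enzyme background subtraction for full effect; many of its hits are not listed in these tables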
Target sequence (O75116 whole entry, looked up): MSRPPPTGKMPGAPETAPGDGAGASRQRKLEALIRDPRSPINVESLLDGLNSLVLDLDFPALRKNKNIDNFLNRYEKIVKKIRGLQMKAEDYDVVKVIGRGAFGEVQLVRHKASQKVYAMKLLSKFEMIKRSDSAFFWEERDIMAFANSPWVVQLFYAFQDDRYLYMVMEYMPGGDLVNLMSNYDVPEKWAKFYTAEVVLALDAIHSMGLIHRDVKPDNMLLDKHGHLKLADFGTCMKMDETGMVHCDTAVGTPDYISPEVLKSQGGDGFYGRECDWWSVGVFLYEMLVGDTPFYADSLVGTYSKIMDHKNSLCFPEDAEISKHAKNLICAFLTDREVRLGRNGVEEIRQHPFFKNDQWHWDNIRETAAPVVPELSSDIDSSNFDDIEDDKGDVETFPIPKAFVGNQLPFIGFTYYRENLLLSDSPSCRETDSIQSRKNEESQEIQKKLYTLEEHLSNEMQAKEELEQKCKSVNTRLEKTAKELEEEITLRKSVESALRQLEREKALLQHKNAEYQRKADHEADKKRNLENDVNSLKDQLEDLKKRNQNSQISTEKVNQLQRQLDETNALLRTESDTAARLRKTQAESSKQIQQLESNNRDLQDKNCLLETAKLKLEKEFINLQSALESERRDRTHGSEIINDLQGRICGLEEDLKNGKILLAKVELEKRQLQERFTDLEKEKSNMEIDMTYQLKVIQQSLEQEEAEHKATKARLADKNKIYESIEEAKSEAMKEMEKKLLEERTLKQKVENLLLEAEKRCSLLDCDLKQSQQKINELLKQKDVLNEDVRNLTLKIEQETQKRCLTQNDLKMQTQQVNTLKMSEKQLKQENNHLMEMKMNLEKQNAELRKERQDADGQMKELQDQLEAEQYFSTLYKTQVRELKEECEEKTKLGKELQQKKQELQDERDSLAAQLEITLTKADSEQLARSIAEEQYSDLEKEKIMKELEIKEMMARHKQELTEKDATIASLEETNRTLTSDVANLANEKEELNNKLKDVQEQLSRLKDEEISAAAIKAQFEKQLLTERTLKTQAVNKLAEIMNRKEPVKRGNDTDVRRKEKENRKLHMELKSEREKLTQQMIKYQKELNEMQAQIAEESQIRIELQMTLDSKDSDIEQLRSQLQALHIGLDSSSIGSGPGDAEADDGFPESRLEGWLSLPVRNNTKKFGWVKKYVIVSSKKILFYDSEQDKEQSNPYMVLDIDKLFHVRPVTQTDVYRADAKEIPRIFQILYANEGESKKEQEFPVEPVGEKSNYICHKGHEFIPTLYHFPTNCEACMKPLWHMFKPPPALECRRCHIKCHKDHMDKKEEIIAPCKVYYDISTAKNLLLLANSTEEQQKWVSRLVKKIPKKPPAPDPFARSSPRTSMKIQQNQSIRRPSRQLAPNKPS
PKA inh: inhibitors of human protein kinase A; P17612; PKA Kemptide phosphorylation, Kinase-Glo ATP luminescence; inhibition, % at 6 µM; actives 0.1% (n = 65,000); AID 524;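 active = inhibition above the screen-wide mean inhibition plus 3 SD, cut at about 21% in these data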; note: many of its hits are not listed in these tables
Abs 340nm: compound absorbs light at 340 nm; compound absorbance at 340 nm, fold over control; fold change at 10 µM; 65,000 tested, under 10 active; AID 708;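 active = at 10 µM dose, initial 340 nm absorbance at least 2 fold that of control wells; inactive = change under 2 fold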;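 note: initial absorbance extrapolated from kinetic A340 decline of NADH oxidation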
Autofluor 339: intrinsic fluorescence of library compounds, ex339/em460 – biochemical, MLSMR library, data from DPM-DC assay, artefact control, profiling panel. compound autofluorescence, ex339/em460 nm, NADH buffer; active compounds read high; 1 = no-compound wells, NADH background. fluorescence fold increase at 10 µM. actives 5.5% (n = 65,000);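 active = at 10 µM, mean starting fluorescence two-fold or more over control wells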;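 note: signal is the first read of a kinetic run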
MMP13 inh: blocks human MMP13 activity; P45452; MMP-13 fTHP FRET cleavage, Mca fluorescence; inhibition, % at 4 µM; actives 0.07% (n = 65,000); AID 570;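 active = inhibition above the mean of compound-free control plate wells plus 3 SD, cut at about 14% in these data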;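 note: 0% = DMSO wells and 100% = wells with reference MMP-13 inhibitor after basal subtraction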
JNK3 inh: JNK3 (human) kinase inhibition; P53779; actives 0.61% (n = 60,000); inhibition, % at 8 µM; purified JNK3 kinase activity, HTS; AID 746; in the data active = inhibition above about 17%;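 note: 0% = DMSO and 100% = reference inhibitor; many of its hits are not listed in these tables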
NADH coupling: blocks coupling enzymes of NAD/NADH assays. actives 0.02% (n = 65,000). IC50, µM (series often up to 10 µM), without a hit: top-dose inhibition. AID 774. coupled PK/LDH NADH assays, four targets;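 active = single-dose screening hits from any of four coupled enzyme assays that gave an IC50 when retested across doses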;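 note: the DPM-DC format reads NADH fluorescence rather than 340 nm absorbance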
HEK293 NFkB inh: lowers PMA/ionomycin-induced NF-kB signal in HEK293 cells | actives 0.21% (n = 62,000) | inhibition, % at 3 µM | HEK-293 NF-kB luciferase reporter, luminescence;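 active = inhibition above the mean of all tested compounds plus 3 SD, cut at about 40% in these data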;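 note: 0% = stimulated DMSO wells and 100% = 10 µM reference inhibitor 5653914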
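Reagent: PMA plus ionomycin mix as NF-kB-activating stimulus. Assay system: NF-kB luciferase reporter HEK-293 cells. Technique: luminescence from luciferase substrate reagent. Incubation: 1 h compound pre-incubation, 16 h PMA/ionomycin at 37 °C. Benchmarks: DMSO only as uninhibited control, 10 µM reference inhibitor as full inhibition. Repeats: tested once.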
* hit, by the source's call; nt = not tested or not shown. The list is partial (hit frequency here may not be typical).

| canonical_smiles | tolC growth inh | ROCK2 blocker | PKA inh | Abs 340nm | Autofluor 339 | MMP13 inh | JNK3 inh | NADH coupling | HEK293 NFkB inh |
| --- | --- | --- | --- | --- | --- | --- | --- | --- | --- |
| CN(C(=O)OCc1ccccc1)C(CC(N)=O)C(=O)O (stereo unspecified) | -11 | -2 | -4 | 1 | 1.1 | 9 | -7 | 10% | 14 |
| COC(=O)c1[nH]c2cc(C)ccc2c1NC(=O)CN1CCN(C(=O)c2ccco2)CC1 | 8 | 2 | 9 | 1 | 1.5 | -10 | 1 | 7% | 10 |
| CCCCCCn1c(CN2CCN(C(=O)OCC)CC2)nc2c1c(=O)n(C)c(=O)n2C | 9 | -1 | -6 | 1 | 1.1 | -8 | -1 | 5% | 25 |
| COc1ccc(NS(=O)(=O)c2ccc(C)c(C(=O)O)c2)cc1 | -7 | -11 | 10 | 0.99 | 1.1 | -1 | -8 | 5% | 15 |
| Cc1ccc(/C(O)=C2\C(=O)C(=O)N(CCN(C)C)C2c2ccccc2F)cc1 (stereo unspecified) | -13 | 1 | 8 | 1.2 | 0.97 | 1 | 9 | 2% | -5 |
| CCSc1nnc(NC(=O)c2cccnc2)s1 | -4 | 3 | 3 | 1.1 | 1.1 | -2 | -2 | 4% | 1 |
| O=C(CN1CCN(c2ccc(Cl)cc2)CC1)Nc1ccc(F)cc1 | 16 | 1 | 0 | 0.98 | 1.1 | 1 | -4 | 4% | 4 |
| CCCCNC(=O)c1sc(=S)n2c1[nH]c(=O)c1ccccc12 | 100* | 0 | 5 | 1.1 | 1.1 | 6 | -3 | 0% | -2 |
| CCOc1cccc2cc(C(=O)Nc3cc(C)on3)c(=O)oc12 | -3 | 8 | 7 | 1.1 | 1.9 | 2 | -5 | 12% | 8 |
| CC(=O)c1cccc(S(=O)(=O)N2CCCC(c3nc(-c4ccc(C)o4)no3)C2)c1 (stereo unspecified) | 1 | 0 | -2 | 1 | 1.1 | 0 | -1 | 3% | 20 |
| CCCc1nc(SCC(N)=O)[nH]c(=O)c1CC | -22 | nt | 2 | 0.98 | 1.1 | -1 | nt | 7% | 15 |
| O=C(CN1C(=O)c2ccccc2C1=O)Nc1ccc(-c2nc3ccccc3o2)cc1 | -1 | 9 | 10 | 1.1 | 1.2 | -3 | 0 | 5% | 7 |
| O=C(CSc1ccc2nnc(-c3ccccn3)n2n1)N1CCN(c2ccccc2)CC1 | -7 | 2 | 4 | 1.1 | 1 | -6 | -9 | 4% | -3 |
| CCN(CC)c1ccc2c(Cl)c(Br)c(=O)oc2c1 | 42 | 1 | -1 | 1 | 1.5 | -11 | 6 | 1% | 2 |
| O=C1CC(c2ccco2)Cc2nc(NCC3CCCO3)ncc21 (stereo unspecified) | 0 | 4 | 8 | 1 | 1.2 | 6 | 0 | 6% | 14 |
| CCOC(=O)CSc1nc2ccccc2c(=O)n1CCCCCC(=O)NCc1ccco1 | 5 | -2 | 8 | 1.1 | 1.1 | 0 | 23* | 3% | 15 |
| O=C(COC(=O)C1(c2ccc(F)cc2)CCCC1)N1CCOCC1 | 2 | 6 | 9 | 1.1 | 1 | 0 | 5 | 1% | 9 |
| CCCc1cc(=O)oc2cc3oc(C)c(C)c3cc12 | 11 | 5 | 12 | 1 | 1.5 | -10 | 9 | 2% | 18 |
| COc1ccccc1OCc1nnc(SCC(=O)N2CCCCC2)n1-c1ccccc1 | 4 | 0 | 3 | 1 | 0.97 | 0 | -4 | 7% | -4 |
| CCC(C)NC(=O)c1ccccc1NS(=O)(=O)c1ccc(OC)c(OC)c1 (stereo unspecified) | 0 | 3 | 5 | 1 | 1.7 | -9 | -1 | 8% | 4 |
| CCCCN(CCCC)S(=O)(=O)c1ccc(C(=O)Nc2nnc(CSC)o2)cc1 | 99* | 4 | 12 | 0.99 | 1 | 4 | -4 | 7% | 14 |
| CC1CC(=O)c2cnc(NCC3CCCO3)nc2C1 (stereo unspecified) | -16 | -3 | 4 | 0.97 | 1.1 | -6 | -1 | 2% | 5 |
| O=c1c2cnn(-c3ccccc3)c2ncn1Cc1ccccc1 | 13 | 3 | -1 | 1.1 | 1.1 | -1 | -6 | 1% | 17 |
| Cc1nc2c(-c3ccc(F)cc3)c(C)nn2c(N2CCOCC2)c1C | 5 | 6 | 7 | 1 | 0.87 | 1 | 2 | 13% | 25 |
| Brc1ccc(-c2nc3ccccc3s2)s1 | -14 | -1 | 2 | 1.1 | 2.2* | -11 | 5 | 3% | -29 |
| COc1ccc(S(=O)(=O)Cc2ccc(C(=O)NCc3ccccn3)o2)cc1 | -8 | -2 | 4 | 1.1 | 1.1 | 2 | 2 | 1% | 12 |
| Cc1cccc(CN2CCC(CNC(=O)C3CCCN(S(=O)(=O)c4cnc[nH]4)C3)CC2)c1 (stereo unspecified) | -20 | 5 | -2 | 0.97 | 1 | 3 | 9 | 4% | 14 |
| c1cc(-c2nc3cc(Cc4ccc5oc(-c6ccncc6)nc5c4)ccc3o2)ccn1 | -13 | 1 | 5 | 1 | 1.2 | -3 | 4 | 1% | 18 |
| CN(C1CCCCC1)S(=O)(=O)c1ccc(-n2cnnn2)cc1 | -22 | -5 | -11 | 0.99 | 1.1 | 4 | -2 | 6% | 4 |
| O=C(NCC(c1cccnc1)N1CCN(c2ccccc2)CC1)C1CCCCC1 (stereo unspecified) | -18 | -5 | -5 | 1 | 1.1 | -2 | -10 | 9% | 20 |
| COc1ccc(Cn2c(CCC(=O)N3CCN(c4ccccn4)CC3)nc3ncccc3c2=O)cc1 | -1 | 2 | 5 | 1 | 1.3 | -2 | 5 | 5% | 3 |
| CSc1ccc(C(=S)N2CCN(C)CC2)cc1 | -4 | 9 | 7 | 1.1 | 1.1 | -2 | 2 | 6% | 23 |
| O=C(O)c1cccc(-n2cccc2/C=N/O)c1 | -32 | -5 | -5 | 1 | 1.1 | 6 | -1 | 4% | -10 |
| Nc1ccnn1Cc1cccnc1 | -11 | 4 | 6 | 1 | 1 | -4 | -8 | 5% | 2 |
| Cc1cc(C)c2c(n1)sc1c(N3CCOCC3)ncnc12 | 9 | 1 | 3 | 1 | 1.6 | -4 | 2 | 12% | 9 |
| COc1ccc(C)cc1NS(=O)(=O)c1cccc2nonc12 | 1 | nt | -2 | 1.1 | 1.1 | 0 | nt | 4% | 11 |
| Nn1c(Cc2cccc3ccccc23)nnc1SCC(=O)NC1CCS(=O)(=O)C1 (stereo unspecified) | -17 | 8 | 8 | 1 | 1.1 | 3 | -6 | 8% | 16 |
| COc1ccc(C2C3=C(CC(C)(C)CC3=O)Oc3ncn4nc(-c5cccnc5)nc4c32)cc1 (stereo unspecified) | 14 | 4 | 6 | 0.98 | 1 | 0 | 6 | 3% | -2 |
| CS(=O)(=O)Nc1ccc(N2CCCCC2)c(Cl)c1 | 3 | 2 | 5 | 1 | 1.1 | -6 | 2 | 8% | 1 |
| O=C(OCCOc1ccccc1Cl)c1ccc(-n2cnnn2)cc1 | 5 | 1 | 0 | 1 | 1.1 | -5 | -2 | 7% | 20 |

2 successive records from above:
| canonical_smiles | tolC growth inh | ROCK2 blocker | PKA inh | Abs 340nm | Autofluor 339 | MMP13 inh | JNK3 inh | NADH coupling | HEK293 NFkB inh |
| --- | --- | --- | --- | --- | --- | --- | --- | --- | --- |
| CCCCN(CCCC)S(=O)(=O)c1ccc(C(=O)Nc2nnc(CSC)o2)cc1 | 99* | 4 | 12 | 0.99 | 1 | 4 | -4 | 7% | 14 |
| CC1CC(=O)c2cnc(NCC3CCCO3)nc2C1 (stereo unspecified) | -16 | -3 | 4 | 0.97 | 1.1 | -6 | -1 | 2% | 5 |

Further results
| canonical_smiles | tolC growth inh | ROCK2 blocker | PKA inh | Abs 340nm | Autofluor 339 | MMP13 inh | JNK3 inh | NADH coupling | HEK293 NFkB inh |
| --- | --- | --- | --- | --- | --- | --- | --- | --- | --- |
| Cc1ccc(-c2cc(C(F)(F)F)n3ncc(C(=O)NCc4ccco4)c3n2)cc1 | 12 | -1 | -6 | 1.1 | 1.8 | -6 | -2 | 18% | 9 |
| COC(=O)c1c(N)c2ccccc2[nH]c1=O | -23 | 5 | 9 | 1.1 | 1.5 | -13 | 3 | 1% | 20 |
| Cc1cccc2cc(CN(Cc3nnnn3C3CCCC3)C3CCCCC3)c(=O)[nH]c12 | -10 | 4 | 9 | 1 | 1.1 | -2 | -10 | 3% | 4 |
| O=C(c1ccc2c(c1)C(=O)N(CCCO)C2=O)c1ccc2c(c1)C(=O)N(CCCO)C2=O | -3 | -5 | -9 | 1 | 1.1 | -2 | -3 | 8% | 21 |
| N#CCC(=O)Nc1ncn(Cc2ccccc2Cl)n1 | 7 | -1 | 1 | 1 | 1 | -3 | 8 | 2% | 1 |
| O=C(CSCC(=O)Nc1nccs1)Nc1ccccc1 | 2 | -2 | 2 | 0.98 | 1.1 | 5 | 16 | 5% | 10 |
| Cc1cc(Nc2nnnn2-c2ccccc2)n(-c2ccc(Cl)cc2)n1 | 1 | -1 | -4 | 1 | 1.3 | 2 | -1 | 6% | 6 |
| O=C(CCS(=O)(=O)c1ccccc1)Nc1nccs1 | -13 | 3 | 4 | 1 | 1.1 | 1 | 3 | 6% | -2 |
| CCOc1ccc(S(=O)(=O)NCc2csc(C)n2)cc1 | -5 | 3 | 0 | 0.97 | 1.1 | 1 | 4 | 5% | 4 |
| CCOP(=O)(c1ccc(N(C)C)cc1)C(O)c1ccc(Cl)cc1 (stereo unspecified) | 17 | 2 | -7 | 1 | 1.1 | 0 | -1 | 8% | 14 |
| CCOc1ccc(N(CC(=O)N2CC=C(c3ccccc3)CC2)S(=O)(=O)c2c(C)noc2C)cc1 | 13 | -5 | 4 | 1 | 1 | 1 | -3 | 6% | 12 |
| N#Cc1c(NC(=O)c2cc(-n3cnnc3)ccc2Cl)sc2c1CCCC2 | 31 | 2 | 3 | 1.2 | 1.1 | 1 | -1 | 3% | 6 |
| COc1ccc(N2CCN(C(=O)CCCn3c(=S)[nH]c4cc5c(cc4c3=O)OCO5)CC2)cc1 | -7 | nt | 1 | 1.1 | 1 | -3 | nt | 6% | 15 |
| COc1ccccc1CNC(=O)C1CCCN(S(=O)(=O)c2cccc3cccnc23)C1 (stereo unspecified) | 2 | 2 | -6 | 0.99 | 1 | 2 | -4 | 4% | 26 |

Exported with two lines to a compound: entries from further up.
Each structure is followed by: tolC growth inh	ROCK2 blocker	PKA inh	Abs 340nm	Autofluor 339	MMP13 inh	JNK3 inh	NADH coupling	HEK293 NFkB inh
- COc1ccc(N2CCN(C(=O)CCCn3c(=S)[nH]c4cc5c(cc4c3=O)OCO5)CC2)cc1
→ -7	nt	1	1.1	1	-3	nt	6%	15
- CCOc1ccc(N(CC(=O)N2CC=C(c3ccccc3)CC2)S(=O)(=O)c2c(C)noc2C)cc1
→ 13	-5	4	1	1	1	-3	6%	12
- Cc1cccc2cc(CN(Cc3nnnn3C3CCCC3)C3CCCCC3)c(=O)[nH]c12
→ -10	4	9	1	1.1	-2	-10	3%	4
- COC(=O)c1c(N)c2ccccc2[nH]c1=O
→ -23	5	9	1.1	1.5	-13	3	1%	20
- N#Cc1c(NC(=O)c2cc(-n3cnnc3)ccc2Cl)sc2c1CCCC2
→ 31	2	3	1.2	1.1	1	-1	3%	6
- N#CCC(=O)Nc1ncn(Cc2ccccc2Cl)n1
→ 7	-1	1	1	1	-3	8	2%	1
- COc1ccccc1CNC(=O)C1CCCN(S(=O)(=O)c2cccc3cccnc23)C1 (stereo unspecified)
→ 2	2	-6	0.99	1	2	-4	4%	26
